Assay outcomes from PubChem.
OPRM1-OPRD1 ag = agonists of human mu-delta opioid receptor heterodimerization; 340,000 compounds, 0.3% hits; P35372+P41143; activation, % at 9.3 µM; cells, OPRM1-OPRD1 heterodimerization, luminescence; AID 504326; in the data active = activation above about 18%;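 also: 0% = vehicle-treated cells and 100% = reference agonist; values of inactives mirror those of a sister screen read the other way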
PfHsp90 set2 = reduces growth (ATP signal) of yeast expressing P. falciparum Hsp90; S. cerevisiae expressing PfHsp90, BacTiter-Glo ATP, 48 h; yeast lacking PDR1 and PDR3 efflux regulators; inhibition, % at 9.4 µM; 310,000 compounds, 0.32% hits; AID 504621;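 active = every replicate shows inhibition above about 80%, whatever the replicate mean, limit read from the data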;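 also: 0% = DMSO neutral controls and 100% = 20 µM radicicol positive controls; yeast relying on Plasmodium falciparum Hsp90 in place of its own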
MOR-DOR inv ag = inverse agonist of human OPRM1-OPRD1 heterodimerization; P35372+P41143; cell-based MOR-DOR heterodimer luminescence, inverse agonism; inhibition, % at 9.3 µM; 340,000 compounds, 0.21% hits; AID 504357; in the data active = inhibition above about 22%, passing the limit was not always enough;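 also: 0% = cells with DMSO and 100% = wells without cells with DMSO; values of inactives mirror those of a sister screen read the other way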
HTR5A inv ctr = HTR5A inverse agonism, opioid heterodimer counter-screen | P47898 | HTR5A cell line, luminescence | inhibition, % at 9.3 µM | 340,000 compounds, 0.083% hits | AID 504634; in the data active = inhibition mostly above about 23%, no sharp cut-off; inactive = mostly below about 18%;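 also: 0% = cells with DMSO and 100% = no-cell wells with DMSO; some compounds called inactive have numbers as strong as hits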
Target sequence (P47898 whole entry, looked up): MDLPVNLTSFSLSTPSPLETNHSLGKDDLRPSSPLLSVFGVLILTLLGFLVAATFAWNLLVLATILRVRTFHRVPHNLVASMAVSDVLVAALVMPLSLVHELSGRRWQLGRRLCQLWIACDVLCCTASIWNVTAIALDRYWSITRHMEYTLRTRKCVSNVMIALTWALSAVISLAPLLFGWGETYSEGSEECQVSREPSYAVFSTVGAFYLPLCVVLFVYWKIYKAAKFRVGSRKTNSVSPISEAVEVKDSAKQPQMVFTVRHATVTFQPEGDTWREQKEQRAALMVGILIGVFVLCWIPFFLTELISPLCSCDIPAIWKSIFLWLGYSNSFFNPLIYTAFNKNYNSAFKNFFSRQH
E coli growth = reduces bacterial viability in AddAB counter-screen; E. coli V3065 growth, OD600 absorbance, 18 h; 330,000 compounds, 0.27% hits; inhibition, % at 11.9 µM;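 active = inhibition above the campaign's mean inhibition across all tested compounds plus 3 SD, cut at about 9.9% in these data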;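 also: uninfected addAB+ strain grown without phage in ampicillin broth; 0% = DMSO wells and 100% = ciprofloxacin 0.95 µg/ml wells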
Mot1-301 SUMO = inhibitors of SUMOylation pathway: yeast Mot1-301 growth rescue; 320,000 compounds, 1% hits; S. cerevisiae Mot1-301 growth rescue, ATP luminescence, 38.5C; percent above DMSO median, 100 means doubled; growth rescue, % at 18.8 µM;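 active = every valid replicate shows activation above 250% relative to neutral control wells; inactive = the rest, any valid replicate at or below 250%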;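 also: OY570 slx delta 5 strain wells were the positive control but not used for scaling; some compounds called inactive have numbers as strong as hits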
PKA-R1A act = PKA-R1A complex activation | P00514+P68181 | 340,000 compounds, 0.083% hits | activation, % at 11.4 µM | AID 504707 | PKA-R1A dissociation, Cy5-IP20 fluorescence polarization; scaled: DMSO 0%, 113 µM cGMP 100%;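 active = percent activation above the mean of all tested compounds plus 3 SD, cut at about 19% in these data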;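 also: higher means more PKAc released from R1A so a rise in polarization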
phage Ecoli inh = E. coli growth loss with phage present. growth absorbance. inhibition, % at 11.9 µM. 360,000 compounds, 0.26% hits. AID 651602; in the data active = inhibition above about 11%
AddAB inh = less growth of phage-infected E. coli with AddAB. AID 435030. 330,000 compounds, 0.29% hits. inhibition, % at 11.9 µM. E. coli expressing H. pylori AddAB, absorbance growth; in the data active = inhibition above about 12%;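 also: 0% = vehicle wells of infected cells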
PKA-R2B act = PKA-R2B complex activation; P22694+P31323; PKA-R2B holoenzyme dissociation, Cy5-IP20 fluorescence polarization; R2B truncated from residue 108, S112A mutant; 0% DMSO only, 100% 113 µM cGMP; activation, % at 11.4 µM; 340,000 compounds, 0.079% hits; AID 504700;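 active = activation above a cutoff set at the mean over all compounds plus 3 SD, cut at about 18% in these data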;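 also: higher means more holoenzyme dissociation and a rise in polarization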
Target sequence (P31323 whole entry, looked up, other chains not shown, the tested form may be a part): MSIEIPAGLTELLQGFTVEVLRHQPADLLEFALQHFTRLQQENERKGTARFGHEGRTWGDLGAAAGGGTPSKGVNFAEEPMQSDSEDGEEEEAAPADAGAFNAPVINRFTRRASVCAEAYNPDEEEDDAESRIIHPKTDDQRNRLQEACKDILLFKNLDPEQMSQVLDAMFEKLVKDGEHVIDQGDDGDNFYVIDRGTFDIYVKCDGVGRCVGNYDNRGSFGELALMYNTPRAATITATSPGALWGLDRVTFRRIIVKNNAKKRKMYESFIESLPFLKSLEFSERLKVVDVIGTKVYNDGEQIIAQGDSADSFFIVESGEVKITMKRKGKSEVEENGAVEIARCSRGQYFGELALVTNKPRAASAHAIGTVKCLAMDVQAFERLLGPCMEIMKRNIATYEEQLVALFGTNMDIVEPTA
Tat transport = E. coli Tat transport inhibition; E. coli MC4100 TorA-mCherry Tat export, fluorescence; inhibition, % at 10 µM; 340,000 compounds, 0.036% hits;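 active = mean replicate inhibition at least 50% and at least half of replicates individually reaching 50%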;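 also: exported cargo escapes ClpAP degradation while cytoplasmic cargo is degraded and loses fluorescence; 0% = median of neutral control wells and 100% = median of NaSCN control wells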
* hit, by the source's call; nt = not tested or not shown.

SMILES	OPRM1-OPRD1 ag	PfHsp90 set2	MOR-DOR inv ag	HTR5A inv ctr	E coli growth	Mot1-301 SUMO	PKA-R1A act	phage Ecoli inh	AddAB inh	PKA-R2B act	Tat transport
O=C(CN1CCOCC1)Nc1scc(-c2ccccc2)c1C(=O)N1CCOCC1	0.2	-9	-1	-29	0.2	nt	6	1.4	1.6	5	-4
CC(=O)Nc1c(C(=O)NCc2ccccc2)nnn1Cc1ccccc1	-0.1	8	1	-8	-2.8	-1	4	0.9	1.8	-13	-3
Cc1c(NC(=O)COC(=O)CSc2ccc(C(N)=O)cc2[N+](=O)[O-])c(=O)n(-c2ccccc2)n1C	-2.7	5	14	20	1.7	-15	-4	2.8	3.7	-8	3
Cc1c(C(=O)OC2CCC(C)CC2)[nH]c2c1C(=O)CCC2 (centres undefined)	-0.3	nt	1	3	2.1	165	3	2.4	7.5	-3	-7
CCCCCOC(=O)C1=C(C)NC(=O)NC1c1ccc(OC)cc1 (centres undefined)	1.0	40	-5	3	-1.8	-4	2	1.8	-7.0	1	0
CNC(=S)Nc1ccc([N+](=O)[O-])c(C)c1	-1.1	12	6	-10	1.8	3	-9	2.9	3.4	-3	-1
COc1cc2nc(CN3CCN(S(=O)(=O)c4cc(C)ccc4C)CC3)[nH]c(=O)c2cc1OC	0.6	-17	-3	-13	-1.6	-20	-17	1.0	-1.3	-13	2
O=C(Nc1ccccc1N1CCCCC1)C1CC(=O)N(c2ccccc2F)C1 (centres undefined)	-0.9	-5	5	-26	-1.1	18	10	-0.5	0.8	-10	-3
COc1ccc(NC(=O)CN2CCN(S(=O)(=O)c3cccs3)CC2)cc1Cl	-2.7	-12	10	-25	-1.2	-12	17	0.7	1.2	-3	-9
Cc1cc(=O)oc2cc(OCC(=O)NCc3ccccn3)ccc12	-1.8	nt	9	-14	0.9	-6	-2	5.1	5.8	1	-7
O=C(Nc1nnc(-c2ccccn2)o1)c1cccc(Cl)c1	-3.1	-3	15	10	-7.0	-6	-16	-6.4	0.4	-9	-6
CCOc1ccc2[nH]c(C(=O)N/N=C/c3ccc(OC)cc3)cc2c1	2.5	13	-12	-3	nt	0	-6	5.5	nt	-4	-5
O=C1/C(=C/c2ccccn2)SC(=S)N1NS(=O)(=O)c1ccccc1	-2.7	-7	13	-5	2.5	-6	5	4.0	3.1	3	2
COCCNC(=O)C(c1ccc(F)cc1)N(Cc1ccco1)C(=O)CCC(=O)Nc1ccccn1 (centres undefined)	-1.0	7	5	23	-0.1	19	1	1.4	1.7	-1	0
Cc1cc(C)n(-c2ccc(C(=O)OCC(=O)Nc3ccccc3[N+](=O)[O-])cc2)n1	0.3	-11	-2	-3	0.2	-7	-1	2.5	1.9	-9	-4
O=C(NCc1nnc2n1CCCCC2)c1ccc(Cl)cc1Cl	-1.1	14	6	3	1.5	13	-2	3.0	1.6	3	-4
O=C(CCC(=O)N1CCN(S(=O)(=O)c2ccccc2)CC1)NC1CCCc2ccccc21 (centres undefined)	-1.6	nt	8	3	0.6	-7	7	0.6	0.8	-1	-5
Cc1c2cn[nH]c(=O)c2c(C)n1Cc1ccc(F)cc1	-2.3	10	13	-17	0.3	-3	-1	1.4	-1.4	-2	-5
Cn1c(=O)n(C)c2cc(S(=O)(=O)NCCOCCO)ccc21	-1.2	10	7	-20	-1.1	-5	3	-0.7	1.4	2	4
O=C(CCn1c(SCC(=O)NCc2ccco2)nc2ccccc2c1=O)NCCc1ccccc1	-1.9	14	10	2	-2.3	-1	2	-0.6	3.4	-5	1
CCOc1ccccc1N1CCN(C(=O)c2cc(-c3cccnc3)nc3c(Cl)cccc23)CC1	-2.5	-14	13	-14	0.4	288	-4	nt	-1.4	-7	17
COc1ccc(S(=O)(=O)Cc2ccc(C(=O)N3CCN(Cc4ccccc4)CC3)o2)cc1	-1.2	-20	6	-14	-0.4	-10	4	3.9	3.1	6	1
COC(=O)/C=C(\C)NC(=O)c1cccs1	0.0	-3	0	18	1.5	-11	4	3.6	4.0	0	-8
CCOC(=O)C1CCN(S(=O)(=O)c2ccccc2)CC1	-3.4	-21	16	-16	-1.2	0	-3	1.4	2.8	-8	-10
CCOC(=O)c1c(NC(=O)CN2CCN(C(=O)c3ccco3)CC2)sc2c1CCCC2	5.5	nt	-32	-8	-1.4	-12	-8	3.8	0.9	-5	3
Cc1oc2nc(SCC(=O)NCc3cccnc3)nc(N)c2c1C	-0.1	-16	1	-1	0.3	70	-3	1.3	0.4	-3	-8
CC(C)c1cc(C(=O)N2CCCC(CCC(=O)N3CCN(c4ccccn4)CC3)C2)no1 (centres undefined)	-0.2	-7	1	13	1.8	288	-4	2.6	0.4	-9	7
O=[N+]([O-])c1c(NCCCO)cc(Sc2nc3ccccc3s2)c2nonc12	-6.1	nt	35*	2	2.3	782*	-7	nt	3.3	-12	6
S=C(Nc1ccccc1)Nc1ccc(Cl)cc1Cl	1.3	-10	-7	-28	-1.8	-4	-2	-0.3	0.2	9	-1
O=C(O)CCSc1nnc(-c2ccccc2)n1-c1ccccc1	-3.3	nt	15	-5	1.8	-8	-5	1.2	0.9	-6	-11
O=C(COC(=O)/C=C/c1ccc([N+](=O)[O-])cc1)NCC1CCCCC1	1.1	-13	-4	2	3.0	10	3	0.2	3.2	1	2
O=C(COC(=O)C1C2CC3OC(=O)C1C3C2)Nc1ccc(F)cc1 (centres undefined)	-1.2	-6	9	0	0.9	-10	-11	4.5	1.9	8	-3
C=CCn1c(O)c(N=Nc2nc3ccccc3c(=O)n2-c2ccccc2)c2ccccc21	-1.8	-11	9	3	0.8	-6	15	2.8	-0.7	4	-5
CCCNC(=O)CN(c1ccc(F)c(Cl)c1)S(C)(=O)=O	-0.8	nt	4	3	-0.7	1	-3	2.2	1.6	-6	-5
COCCNC(=O)Cn1ccc2cc(S(=O)(=O)N3CCCCC3)ccc21	-2.4	3	12	-3	3.3	212	3	-0.5	0.6	5	5
O=C1CCC(C(=O)N2CCCCO2)CN1CCc1ccccc1 (centres undefined)	-0.4	11	2	13	-2.6	-4	-6	0.1	2.9	7	1
CCCCCCOC(=O)Sc1nc2ccccc2o1	6.3	128*	-31	-4	-0.1	37	0	2.0	-1.2	-1	0
Cc1cc(C)c(SCCc2ccncc2)c(C)c1	2.6	1	-13	-3	1.2	34	-1	3.5	1.2	-2	0
N=c1sccn1CC(=O)Nc1ccc(S(=O)(=O)N2CCOCC2)cc1	-1.1	5	6	29	0.4	9	2	1.8	2.5	-7	10
O=[N+]([O-])c1ccc(NC(=S)N2CCCC2)cc1	-2.1	16	10	-3	0.5	51	-10	1.5	-0.9	2	-12
COc1ccc(CCNC(=O)COC(=O)C23CC4CC(CC(C4)C2)C3)cc1	4.3	-5	-29	7	-1.4	17	-2	6.7	3.1	-6	2
Nc1ccn(Cc2ccc(F)cc2)n1	-3.7	0	19	11	0.3	121	6	0.1	1.8	-5	-2
CCOC(=O)N=Nc1c(O)n(C)c2ccccc12	-1.7	-33	8	20	-0.8	-5	-3	4.0	4.2	-8	0
O=C(C1=C(O)C(=O)N(c2ncccn2)C1c1cccc(Cl)c1)c1ccco1 (centres undefined)	-0.9	nt	5	-16	-0.3	13	-25	1.2	1.0	-6	-9
CC1CCN(Cc2cc(=O)oc3cc(O)c(Cl)cc23)CC1	-1.5	-9	7	16	0.5	-20	-4	3.4	-3.0	5	-7
CNC(=O)c1c(Cl)cnn1-c1ccc(F)cc1	0.1	-4	-1	-7	3.7	2	-5	5.0	3.7	-1	-8
CCCCC[n+]1ccn(C2=C([O-])c3ccccc3C(=O)/C2=N\S(=O)(=O)c2ccc(Cl)cc2)c1	8.0	14	-39	-11	0.3	10	5	1.7	3.5	-2	-7
CC(C)NC(=O)N(C)C[C@H]1Oc2ccc(NC(=O)Cc3ccccc3)cc2C(=O)N([C@H](C)CO)C[C@@H]1C	-2.2	15	10	10	-2.0	1	0	0.8	2.7	-3	2
COc1cc(/C=C2/C(=O)NN(c3cccc(C)c3)C2=O)ccc1OC(=O)c1ccco1	-3.1	32	14	17	-2.4	22	-4	3.9	-1.7	1	0
CC(C)C[C@@H](CN)NC(=O)c1nc[nH]c1C(=O)N[C@@H](CC(C)C)C(=O)CNC[C@H](C)NC(=O)c1nc[nH]c1C(=O)N[C@@H](CC(=O)O)C(=O)O	-1.6	16	7	-14	nt	nt	-7	2.6	nt	-4	-5

(next part)
SMILES	OPRM1-OPRD1 ag	PfHsp90 set2	MOR-DOR inv ag	HTR5A inv ctr	E coli growth	Mot1-301 SUMO	PKA-R1A act	phage Ecoli inh	AddAB inh	PKA-R2B act	Tat transport
O=C(CN1C(=O)c2ccccc2S1(=O)=O)Nc1ncccn1	-1.4	-10	9	8	-2.4	1	-11	1.6	3.1	-12	-18
COc1ccc(N/N=C(\C#N)C(=N)SCc2ccccc2)cc1	0.7	-6	-4	-9	nt	nt	0	0.1	nt	0	-1
CN(NC1OC(=O)c2ccccc21)c1c([N+](=O)[O-])cc(C(F)(F)F)cc1[N+](=O)[O-] (centres undefined)	3.4	-27	-17	-1	-1.1	8	-2	2.5	2.2	4	10
Cn1c(C=O)c(-c2ccc3cc[nH]c3c2)c2ccccc21	2.8	4	-16	-9	1.0	5	-9	3.1	0.0	6	2
O=C(NCCc1ccccc1)C(=O)NCC1OCCCN1S(=O)(=O)c1ccc(F)cc1 (centres undefined)	-2.2	11	12	1	0.2	2	-8	2.5	-0.3	-5	-5
CCCC[C@@H]1CNC(=S)N1CCCc1cc(OC)c(OC)c(OC)c1	-3.3	2	18	-30	-1.2	-4	-1	2.3	2.4	-5	-4
CCN(CC)c1ccc(-n2c(C)c(C(C)=O)c(C(C)=O)c2C)cc1	0.3	nt	-2	-1	-0.1	13	-10	3.8	-0.8	19*	2
COc1cc(NC(=O)[C@@H](NC(=O)c2ccco2)C(C)C)c(OC)cc1NC(=O)c1ccccc1	0.8	-16	-3	-4	0.9	0	10	0.6	-0.2	-7	-3
O=C1c2cnc3ncnn3c2CC2c3ccccc3CCN12 (centres undefined)	-4.0	-1	23	7	-1.6	2	-8	3.6	0.0	-3	-8
CCOC(=O)C1=C(Cn2cnc3ccccc32)NC(=O)NC1c1ccc(OC)cc1 (centres undefined)	nt	22	nt	nt	0.9	nt	-14	4.5	1.5	-3	0
O=C(CSc1ccccn1)Nc1nc2c(ccc3ccccc32)s1	2.7	-15	-16	-22	0.8	6	-11	1.7	3.8	-9	11
Cc1ccc(OCC(=O)NC2CCCCCC2)cc1C	4.1	-4	-22	-7	-0.8	-11	-2	2.1	3.4	4	2
O=C(Oc1ccc(N(Cc2cccs2)C2=NS(=O)(=O)c3ccccc32)cc1)c1ccccc1	-2.4	-8	13	10	-2.4	nt	-12	2.3	1.9	4	1
